GPR151 activ – activators of human GPR151, primary screen, cell-based, PathHunter beta-arrestin, luminescence. G-protein coupled receptor 151 (Homo sapiens), Q8TDV0. PathHunter beta-arrestin GPR151 cells. activation, % at 11.2 µM. actives 1% (n = 650,000). AID 1508602, 2020; in the data active = activation above about 4.9%;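 note: 0% = median of compound wells and 100% = cells with positive control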
Target sequence (Q8TDV0 whole entry, looked up): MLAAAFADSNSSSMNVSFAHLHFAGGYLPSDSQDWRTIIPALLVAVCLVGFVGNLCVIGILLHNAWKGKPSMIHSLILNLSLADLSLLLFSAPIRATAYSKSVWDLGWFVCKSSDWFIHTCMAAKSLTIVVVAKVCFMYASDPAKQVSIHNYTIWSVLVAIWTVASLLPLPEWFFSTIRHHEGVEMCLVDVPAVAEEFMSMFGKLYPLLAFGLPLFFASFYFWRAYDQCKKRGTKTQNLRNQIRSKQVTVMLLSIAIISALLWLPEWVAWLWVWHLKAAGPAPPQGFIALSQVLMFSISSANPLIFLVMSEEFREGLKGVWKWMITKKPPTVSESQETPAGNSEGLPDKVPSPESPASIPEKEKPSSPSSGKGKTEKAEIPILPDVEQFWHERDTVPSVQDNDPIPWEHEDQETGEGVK
FBW7 act – FBW7 E3 ligase activators, primary screen, biochemical, AlphaScreen, human; normalized activity (activation), % at 26.1 µM; AlphaScreen FBW7–phospho-cyclin E peptide binding, activator screen; F-box/WD repeat-containing protein 7 (Homo sapiens), Q969H0; AID 1259310, 2017; actives 0.13% (n = 650,000); in the data active = normalized activity above about 1.9%;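 note: purified mutant Fbw7 with reduced substrate affinity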
MITF inh – MITF inhibitors, primary screen, biochemical, AlphaScreen, human; Microphthalmia-associated transcription factor (Homo sapiens), O75030; AlphaScreen MITF homodimerization, bead proximity signal; inhibition, % at 2.6 µM; actives 0.91% (n = 650,000); in the data active = inhibition above about 50%;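 note: 0% = vehicle wells with protein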
Target sequence (O75030 whole entry, looked up): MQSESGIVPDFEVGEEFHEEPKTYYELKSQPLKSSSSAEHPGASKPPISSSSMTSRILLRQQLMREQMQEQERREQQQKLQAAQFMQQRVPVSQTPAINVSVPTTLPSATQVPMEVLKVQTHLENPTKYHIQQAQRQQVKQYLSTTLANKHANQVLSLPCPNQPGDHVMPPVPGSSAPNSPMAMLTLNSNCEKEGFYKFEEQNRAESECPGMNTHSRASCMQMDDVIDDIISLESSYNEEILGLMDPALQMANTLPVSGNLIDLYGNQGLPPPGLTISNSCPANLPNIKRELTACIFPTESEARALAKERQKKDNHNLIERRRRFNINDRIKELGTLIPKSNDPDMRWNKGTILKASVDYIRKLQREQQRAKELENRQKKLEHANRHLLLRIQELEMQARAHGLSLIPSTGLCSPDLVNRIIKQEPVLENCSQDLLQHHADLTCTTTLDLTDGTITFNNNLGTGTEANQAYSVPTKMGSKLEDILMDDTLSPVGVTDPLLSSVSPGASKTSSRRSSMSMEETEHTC
TEAD-YAP inh – TEAD-YAP interaction inhibition, primary screen, TEAD-YAP interaction inhibitor project, luminescence, HEK-TIYL cells; TEAD-Gal4/YAP UAS-luciferase luminescence; AID 1259422, 2018; inhibition, % at 9.12 µM; actives 1.4% (n = 640,000); in the data active = inhibition above about 32%;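 note: 0% = median of test compound wells and 100% = reference inhibitor wells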
Numbers without * were called inactive.

Order of values – GPR151 activ	FBW7 act	MITF inh	TEAD-YAP inh
- O=C(CCc1ccc(-c2ccccc2)o1)N1CCn2c(CO)nnc2C1
  -0.1	-0.3	6.8	-1.8
- Cc1cn2c(=O)c(C(=O)NOC(C)C)cnc2s1
  0.2	0.0	8.2	-19.9
- CCC(C)(C(=O)NC1CCCCC1)N(Cc1cccs1)C(=O)CC1NC(=O)NC1=O (stereo unspecified)
  0.0	0.1	-0.8	6.6
- CCCCn1c(=S)[nH]c2ccc(F)cc2c1=O
  -0.1	0.2	-12.3	-3.4
- O=C1C(=O)N(Cc2ccccc2)CCN1Cc1ccccc1
  -0.8	0.0	8.3	-2.5
- CCCCNC(=O)CCn1nc(-c2ccc(C)cc2)c2ccccc2c1=O
  1.5	0.0	6.2	-1.8
- Cc1ccccc1OCCSc1nc2ccccc2c(=O)[nH]1
  1.2	0.0	-0.9	-18.8
- CCN(c1cccc(C)c1)S(=O)(=O)c1cc(C(=O)Nc2ccccc2Cl)ccc1F
  -1.2	0.1	-3.1	3.1
- CCOC(=O)c1c(/N=c2\oc3c(OC)cccc3cc2C(=O)Nc2cccc(C(F)(F)F)c2)sc(C)c1C
  2.5	0.0	5.3	-3.2
- CC1Cc2cc(S(=O)(=O)NCCC(=O)NC3CCCCCC3)ccc2N1C(=O)C1CC1 (stereo unspecified)
  -0.7	-0.1	3.0	12.9
- Cc1ccc(CSCC(=O)N/N=C/c2ccccc2[N+](=O)[O-])cc1
  -0.1	-0.1	-11.3	-4.4
- CCCCOC(=O)CCc1nc2ccccc2[nH]c1=O
  0.3	0.0	3.2	-2.1
- CC(C)(C)NC(=O)CN(C(=O)C(=O)Nc1ccc2c(c1)OCCO2)c1cccnc1
  -0.8	0.0	-1.6	-4.3
- COc1ccc(Cl)cc1CN1C(=O)C(C)Sc2ccc(C#N)cc21 (stereo unspecified)
  -0.6	-0.1	-11.0	7.0
- COc1ccccc1NC(=O)Cn1ccc2ccccc2c1=O
  -0.5	-0.1	-15.3	-0.6
- CC(Oc1ccccc1F)C(=O)N(C)Cc1ccccc1 (stereo unspecified)
  0.7	-0.1	14.3	5.4
- CSc1cccc(NC(=O)C2C3C=CC4(O3)C2C(=O)N(CCCN(C)Cc2ccccc2)C4C(=O)NC2CCCCC2)c1 (stereo unspecified)
  -1.2	-0.1	9.5	4.3
- Cc1ccc(N2C(=O)c3ccc(C(=O)NC(C)(C)C)cc3C2=O)cc1C
  -0.5	0.1	-10.5	-5.5
- CCCCOC(=O)C1=C(C)NC2=C(C(=O)CC(c3ccccc3)C2)C1c1ccc(OCCC)c(OC)c1 (stereo unspecified)
  0.3	0.1	-12.8	3.0
- COC(=O)c1ccc(N2C(=O)c3ccc(C(=O)OC(C)C(=O)c4ccc(C)cc4)cc3C2=O)cc1 (stereo unspecified)
  0.5	-0.1	7.0	11.8
- CN/C(=C\C(=O)c1ccccc1O)C(F)(F)F
  0.4	0.0	9.3	5.7
- Cc1nc2sc3c(NCC(C)C)ncnc3c2c2c1COC(C)(C)C2
  1.2	0.0	1.5	4.6
- Cc1nccn1-c1cc(NCCNC(=O)c2ccccc2F)ncn1
  1.5	-0.1	7.1	0.3
- N#Cc1c(N2CCN(C(=O)c3ccccc3)CC2)nc(-c2ccccc2)c2c1CCCC2
  -1.0	-0.1	-8.5	2.7
- CCOC(=O)c1ccc(S(=O)(=O)NCCCC(=O)O)cc1
  -0.1	0.0	6.0	-0.6
- O=c1/c(=C/c2ccc(-c3cc(C(F)(F)F)cc(C(F)(F)F)c3)o2)sc2nc3ccccc3n12
  1.2	-0.2	-8.7	0.6
- COc1ccc(C2CC(c3cccnc3)Nc3nnnn32)c(OC)c1OC (stereo unspecified)
  0.4	0.0	-12.6	1.4
- COC(=O)c1sc2ccccc2c1NC(=S)NC(=O)CN1C(=O)CCC1=O
  0.8	0.0	-4.7	0.2
- S=c1[nH]nc(-c2ccncc2)n1CCc1ccccc1
  -0.9	0.4	18.4	-10.9
- CC(C)(C)NC(=O)CN(C(=O)C1(C)CC(=O)N=C2C=CC=CN21)C1CCCCC1 (stereo unspecified)
  -0.8	0.1	16.2	-1.6
- CC(/C=C/C=C/c1ccccc1)=N\NC(=O)c1ccc([N+](=O)[O-])cc1
  1.2	0.1	7.6	0.0
- CCCCOC(=O)c1ccc(NC(=O)CSc2ccccn2)cc1
  -1.4	0.2	1.2	-19.0
- O=C(CSc1nc2ccccc2c2nc(-c3ccc([N+](=O)[O-])cc3)nn12)NC1CCCCC1
  1.0	0.3	9.3	0.2
- Cc1ccc(NC(=O)CC2Nc3ccccc3NC2=O)c(C)c1 (stereo unspecified)
  1.1	-0.1	3.8	0.1
- COc1cccc2cc(C(=O)/C=C/c3ccc(N(C)C)cc3)c(=O)oc12
  -1.3	0.4	6.6	15.2
- COc1ccc(CNC(=O)CNC(=S)N(Cc2ccc(C)cc2)Cc2ccco2)cc1
  -0.1	-0.1	4.8	0.4
- CC(C)Cc1cc(C(=O)Nc2ccc(F)cc2F)no1
  -0.2	0.2	-1.2	-67.3
- COc1cc(NC(=O)/C=C/c2ccco2)c(C(=O)O)cc1OC
  -1.0	0.0	32.8	-3.9
- COc1cc(C2=N/C(=C\c3cccc(Cl)c3)C(=O)O2)cc(OC)c1OC
  1.1	0.1	6.0	-7.0
- COc1ccccc1N1CCN(/N=C\c2c(C)nn(-c3ccccc3)c2C)CC1
  1.7	0.0	2.2	-2.7
- CCCCn1c(C)cn2c3c(=O)n(CC(N)=O)c(=O)n(C)c3nc12
  -0.4	0.1	-1.4	0.7
- Cc1cc(C)cc(N2C(=O)CC(Nc3ccc(N4CCOCC4)cc3)C2=O)c1 (stereo unspecified)
  -0.1	-0.2	24.5	6.5
- CSc1nnc2c(n1)OC(c1ccc(Cl)cc1)Nc1ccccc1-2 (stereo unspecified)
  -0.1	-0.2	7.8	-5.4
- Oc1ccc(Cl)cc1C1CC(c2cccc(Br)c2)=NC(c2ccc(Cl)cc2Cl)N1 (stereo unspecified)
  0.1	0.5	11.2	21.7
- COCCn1nnnc1C(c1ccc(C)cc1)N1CCc2ccccc21 (stereo unspecified)
  -1.1	-0.5	-10.6	-7.6
- COc1cccc(CNC(=O)CCC2CCCN(C(=O)CSc3ccccc3)C2)c1 (stereo unspecified)
  0.1	-0.1	-8.5	-3.3
- Cc1nc(N2CCc3ccccc3C2)c2c3c(sc2n1)CCC3
  0.7	-0.1	1.5	15.9
- COc1ccc(C(=O)Nn2c(SCc3ccc(C)cc3)nc3ccccc3c2=O)cc1
  2.1	-0.1	-3.3	38.0*
- NC(CC(=O)O)c1ccc(Cl)cc1Cl (stereo unspecified)
  0.3	0.1	11.5	1.8
- COCc1cc(CN2CCN(Cc3cccs3)C(CCO)C2)ccc1OC (stereo unspecified)
  -1.1	0.2	3.9	-4.6

Two of these compounds in a different format.
molecule	GPR151 activ	FBW7 act	MITF inh	TEAD-YAP inh
COc1cccc(CNC(=O)CCC2CCCN(C(=O)CSc3ccccc3)C2)c1 (stereo unspecified)	0.1	-0.1	-8.5	-3.3
Cc1nc(N2CCc3ccccc3C2)c2c3c(sc2n1)CCC3	0.7	-0.1	1.5	15.9

Pulled one by one from the entries so far:
Order of values – GPR151 activ	FBW7 act	MITF inh	TEAD-YAP inh
- CSc1nnc2c(n1)OC(c1ccc(Cl)cc1)Nc1ccccc1-2 (stereo unspecified)
  -0.1	-0.2	7.8	-5.4
- COc1cccc(CNC(=O)CCC2CCCN(C(=O)CSc3ccccc3)C2)c1 (stereo unspecified)
  0.1	-0.1	-8.5	-3.3
- COc1ccc(C(=O)Nn2c(SCc3ccc(C)cc3)nc3ccccc3c2=O)cc1
  2.1	-0.1	-3.3	38.0*

(listing goes on)
Order of values – GPR151 activ	FBW7 act	MITF inh	TEAD-YAP inh
- CC1CCCC(NC(=O)c2cc(-c3ccccc3)nc3ccccc23)C1C (stereo unspecified)
  1.0	-0.1	5.2	15.5
- CS(=O)(=O)N1CCCC(c2nc3c(nnn3Cc3cccc(Cl)c3)c(=O)[nH]2)C1 (stereo unspecified)
  0.9	0.1	15.1	11.9
- Cc1ccc(-c2cc(=O)n(CC(=O)c3ccc4c(c3)OCO4)cn2)cc1
  0.9	0.2	-14.3	10.6
- COc1ccc(NC(=O)COc2ccc(C(=O)c3ccccc3)cc2)cc1OC
  -0.2	0.0	-9.5	25.6
- CCCCOc1ccc(C(=O)N/C(=C\c2ccco2)C(=O)O)cc1
  0.7	0.0	-0.4	2.2
- COc1ccc2nc(N3CCN(C(=O)C4CCCN4S(C)(=O)=O)CC3)sc2c1 (stereo unspecified)
  1.5	-0.1	-7.3	0.9
- COc1ccc(Br)cc1/C=C1\N=C(c2ccc(Cl)cc2)OC1=O
  0.6	0.3	10.8	0.7
- C#CC(C)(CCC=C(C)C)OC(=O)Nc1ccccc1 (stereo unspecified)
  -0.3	0.2	-6.6	-1.4
- O=C1C2C3C=CC(CC3)C2C(=O)N1c1nccs1 (stereo unspecified)
  -1.2	0.1	13.9	4.3
- COC(=O)C(Cc1ccccc1)NC(=O)c1ccc(C)cc1 (stereo unspecified)
  1.2	-0.1	-4.5	-4.9
- O=C(CN1CCC2(CC1)OCCO2)c1ccc2cc[nH]c2c1
  -2.8	0.4	12.3	-3.9
- CCOC(=O)c1c(NC(=O)COc2ccc(Cl)c(C)c2)oc(C)c1C(C)=O
  -0.3	-0.1	-8.0	-0.4
- CC1=C(C(=O)OCCc2ccccc2)C(c2ccc([N+](=O)[O-])cc2)C2=C(CC(C)(C)CC2=O)N1 (stereo unspecified)
  0.5	0.0	3.5	7.7
- COc1cccc(NC(=O)C2c3cc(OC)c(OC)cc3C(=O)N(C)C2c2cccnc2)c1 (stereo unspecified)
  -0.8	0.0	-0.4	-16.7
- COc1cc(C(=O)Nc2c(C(C)C)cccc2C(C)C)cc(OC)c1OC
  0.0	0.0	-24.5	29.6
- COc1cccc(C2NC(=O)NC(C)=C2C(=O)Nc2cccc(Cl)c2)c1OC (stereo unspecified)
  0.9	0.0	-5.8	9.1
- O=C(CSc1nnnn1-c1ccccc1)Nc1nc2c(s1)CCCC2
  -0.5	-0.1	4.8	8.7
- O=C(CCCn1c(=S)[nH]c2cc3c(cc2c1=O)OCO3)NCCc1ccccc1
  0.6	-0.1	-2.4	-8.5
- COC(=O)CSc1nnc(-c2ccc(OC)cc2)o1
  1.7	0.3	-5.0	8.3
- CN1CCCC(C(=O)NCCc2nnc3n2CCN(Cc2ccccc2Cl)CC3)C1 (stereo unspecified)
  0.7	-0.1	8.3	14.9
- CC1Oc2ccccc2N(CC(=O)NC23CC4CC(CC(C4)C2)C3)C1=O (stereo unspecified)
  -1.3	-0.1	17.9	-4.0
- Cc1ccc(C(=O)N2CCCCC2)cc1
  2.0	0.0	-18.2	-1.4
- O=C1CS/C(=N/N=C/c2ccco2)N1c1ccc(F)cc1
  -1.3	0.3	12.8	4.8
- CCCC(c1nnnn1C(C)(C)CC)N1CCN(Cc2ccc3c(c2)OCO3)CC1 (stereo unspecified)
  -0.1	-0.2	-16.2	-6.4
- O=C(Oc1ccc(F)cc1)c1cccnc1
  0.7	-0.2	-2.4	0.4
- O=C(O)/C=C/c1cccc(NC(=O)c2ccc(Cl)cc2)c1
  -4.1	0.0	-0.6	-16.6
- COc1ccc(-c2ccc(C(=O)NCc3cccnc3)c(N(C)C(C)=O)n2)cc1
  -1.1	1.7	-0.2	-2.7
- CC(C)(C)NC(=O)c1nc2ccccc2s1
  0.1	0.5	11.4	-15.1
- Cc1ccc(NC(=O)CCC(=O)O)c(Br)c1
  -0.3	-0.1	3.8	1.7
- CC(C)c1csc(CN2CCN(Cc3ccc(F)cc3)C(CCO)C2)n1 (stereo unspecified)
  0.3	0.0	5.0	2.1
- COc1ccccc1OCCCOc1ccc(Cl)cc1/C=C1\NC(=O)NC1=O
  1.8	0.2	2.8	24.9
- NC(=O)/C(=C/c1ccco1)NC(=O)c1ccc(Br)o1
  -0.7	0.3	16.4	7.9
- CC(C)(C)c1ccc(S(=O)(=O)N2CCCC2C(=O)O)cc1 (stereo unspecified)
  0.4	-0.1	-1.4	7.2
- COc1ccc(C2C(C#N)=C(N)N(c3cccc(C)c3)C3=C2C(=O)CCC3)cc1 (stereo unspecified)
  0.0	0.1	8.0	-5.9
- Cc1ncn(-c2ccc(Nc3cc(-c4nocc4-c4ccncc4)ccn3)cc2)n1
  0.6	-0.2	-0.7	-9.1
- N#CC1=C(SCc2ccccc2)SC(c2ccc(C(=O)O)cc2)NC1=O (stereo unspecified)
  0.7	-0.2	0.2	9.4
- CCOC(=O)c1ccccc1NC(=O)c1nc2nccc(C)n2n1
  0.0	-0.1	7.0	6.8
- COc1cc(C(=O)O/N=C(\N)Cc2ccc([N+](=O)[O-])cc2)cc(OC)c1OC
  -0.1	-0.1	0.5	11.0
- CCCCCCNC(=O)CCCCCNS(=O)(=O)c1ccc(Br)cc1
  -0.7	-0.1	3.2	-6.5
- CCN(CC)S(=O)(=O)c1ccc(NN=C2C3CC4CC(C3)CC2C4)c([N+](=O)[O-])c1
  -0.9	0.1	5.1	-2.2
- COc1ccccc1OCc1cc(C(=O)N2CCCCC2CCn2cccn2)no1 (stereo unspecified)
  -0.6	-0.1	-1.8	-65.6
- Cc1ncn(-c2ccc(Nc3nccc(N4CCCC(C(=O)O)C4)n3)cc2)n1 (stereo unspecified)
  -0.6	-0.1	8.0	-2.7

Screening data (PubChem BioAssay)
